GDH-TPI inh = GDH-TPI coupled enzyme inhibition counter-screen | GDH-TPI coupled enzyme counterscreen, NADH absorbance | inhibition, % at 4.8 µM | hit rate 1.2% among 360,000;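 also: 0% = DMSO wells and 100% = wells lacking the enzyme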
Rv3671c protease = inhibits the M. tuberculosis serine protease Rv3671c | AID 2606 | hit rate 0.048% among 320,000 | inhibition, % at 5.96 µM; in the data active = inhibition above about 38%;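 also: extracellular domain of Rv3671c used as enzyme; 0% = enzyme with DMSO and 100% = no enzyme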
MazF activator = increases E. coli MazEF RNase cleavage of RNA | FAM/BHQ RNA-DNA oligo cleavage fluorescence, 5 h | activation, % at 20 µM | hit rate 0.32% among 350,000 | AID 504720; in the data active = activation above about 50%
Target sequence (P0AE70 whole entry, looked up): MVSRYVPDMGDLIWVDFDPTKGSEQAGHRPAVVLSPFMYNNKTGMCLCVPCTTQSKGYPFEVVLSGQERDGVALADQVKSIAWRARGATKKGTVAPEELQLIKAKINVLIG
DUSP3 inh = DUSP3 (human) phosphatase inhibition | recombinant VHR phosphatase, pNPP absorbance | hit rate 0.52% among 290,000 | inhibition, % at 13.3 µM; in the data active = inhibition above about 50%; also: some compounds called inactive have numbers as strong as hits
Target sequence (P51452 whole entry, looked up): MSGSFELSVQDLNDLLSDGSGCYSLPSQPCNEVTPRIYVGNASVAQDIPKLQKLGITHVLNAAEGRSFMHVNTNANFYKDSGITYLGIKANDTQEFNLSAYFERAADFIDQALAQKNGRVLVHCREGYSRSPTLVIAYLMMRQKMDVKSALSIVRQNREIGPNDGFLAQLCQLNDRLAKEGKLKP
Mtb FBA inh = Mtb fructose-bisphosphate aldolase inhibition; P9WQA3; purified M. tuberculosis FBA, fluorescence read-out; hit rate 2.3% among 360,000; inhibition, % at 1 µM; in the data active = inhibition above about 27%;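 also: 0% = vehicle and 100% = reference inhibitor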
Target sequence (P9WQA3 whole entry, looked up): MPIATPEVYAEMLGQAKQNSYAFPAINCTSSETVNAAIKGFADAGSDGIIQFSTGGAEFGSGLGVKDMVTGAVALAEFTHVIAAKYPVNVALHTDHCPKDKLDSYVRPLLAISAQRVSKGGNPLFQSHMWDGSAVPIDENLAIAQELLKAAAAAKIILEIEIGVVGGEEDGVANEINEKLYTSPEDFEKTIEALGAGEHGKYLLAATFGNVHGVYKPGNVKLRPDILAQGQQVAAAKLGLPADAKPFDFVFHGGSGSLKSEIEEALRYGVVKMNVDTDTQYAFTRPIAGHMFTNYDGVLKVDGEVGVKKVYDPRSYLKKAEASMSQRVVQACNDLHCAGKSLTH
CCHFV vOTU inh = CCHFV vOTU protease inhibition | Pep-AMC fluorescence | inhibition, % at 11.5 µM | hit rate 0.55% among 370,000; also: 0% = vehicle wells with enzyme and 100% = no enzyme wells
UGM FP inh = Mtb UDP-galactopyranose mutase inhibition; inhibition, % at 10 µM; AID 504406; hit rate 0.06% among 320,000; P9WIQ1; purified UGM, fluorescence polarization probe displacement; in the data active = inhibition above about 10%, passing the limit was not always enough; inconclusive = no clear call, values can overlap the other calls
Target sequence (P9WIQ1 whole entry, looked up): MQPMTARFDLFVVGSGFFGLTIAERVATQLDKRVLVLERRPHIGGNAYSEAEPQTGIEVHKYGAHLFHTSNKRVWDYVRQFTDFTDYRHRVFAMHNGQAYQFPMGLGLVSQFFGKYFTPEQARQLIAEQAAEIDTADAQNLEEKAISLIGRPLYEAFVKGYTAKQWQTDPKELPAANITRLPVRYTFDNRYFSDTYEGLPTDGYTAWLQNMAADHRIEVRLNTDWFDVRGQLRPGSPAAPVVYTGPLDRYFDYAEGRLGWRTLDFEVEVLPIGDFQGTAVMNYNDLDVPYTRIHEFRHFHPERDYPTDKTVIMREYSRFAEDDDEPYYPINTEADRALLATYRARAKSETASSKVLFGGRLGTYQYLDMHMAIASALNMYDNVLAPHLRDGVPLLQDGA
Mtb BioA inh = BioA (M. tuberculosis) enzyme inhibition; purified M. tuberculosis BioA enzyme, plate reader; inhibition, % at 9.99 µM; hit rate 0.096% among 360,000; AID 602481; in the data active = inhibition above about 40%; inconclusive = no clear call, values can overlap the other calls
BoNT-F LC inh = blocks Botulinum neurotoxin F light chain protease; AID 588497; Multiplex microsphere protease cleavage assay, flow cytometry; inhibition, % at 10 µM; hit rate 0.22% among 360,000; in the data active = inhibition above about 35%, passing the limit was not always enough; inconclusive = no clear call, values can overlap the other calls; also: plate controls were buffer without enzyme for full effect and enzyme alone for no effect
FadD28 FP inh = blocks FadD28 binding to the bisubstrate probe; fluorescence polarization; inhibition, % at 12.5 µM; hit rate 0.22% among 360,000; in the data active = inhibition above about 8.5%, passing the limit was not always enough; inconclusive = no clear call, values can overlap the other calls
The depositor's hits bear a star; u = inconclusive; x = no result given. Rule as the data show it, unless noted: active = inhibition above about 30%; inactive = the rest.

SMILES	GDH-TPI inh	Rv3671c protease	MazF activator	DUSP3 inh	Mtb FBA inh	CCHFV vOTU inh	UGM FP inh	Mtb BioA inh	BoNT-F LC inh	FadD28 FP inh
Cc1cc(C)n2nc(SC(C)C(=O)N(C)C3CCCCC3)nc2n1 (centres undefined)	7	0	-2	x	-1	15	-3.4	6.6	-2	-0.1
Cc1cccc2c1NC(=O)C2=O	10	x	2	x	-1	5	x	-1.6	-4	-0.2
CCOCC(=O)Nc1cc(C(=O)Nc2ccccc2)ccc1Cl	1	1	1	27	3	1	2.3	0.3	7	-1.1
CC(=O)Nc1sc(NC(=O)c2ccc(Cl)cc2)nc1-c1cccs1	19	0	4	17	2	6	2.6	-3.7	1	-1.5
Cc1cccc(C(=O)N2CCC(N3CCC(C(=O)N4CCOCC4)CC3)CC2)c1	4	-4	-21	19	2	3	0.1	-1.5	6	-1.3
Cc1ccccc1Cn1nc(C)c(NC(=O)c2cc(CC(C)C)on2)c1C	-1	3	-18	19	2	-2	-4.0	x	8	-4.9
c1ccc(Cc2ccc(OCCn3ccnc3)cc2)cc1	9	x	0	9	-2	25	1.0	1.5	-1	-2.7
COc1ccc(CC(=O)OCC(=O)Nc2cccc(Cl)c2)cc1	1	2	2	-15	2	-14	x	x	0	1.6
O=S(=O)(Cc1ccccc1Cl)NCCOc1ccccc1	15	0	-2	1	2	-21	-1.8	-0.8	6	-1.8
COC(=O)c1cc(C(=O)OCC(=O)NC2CCCCCCC2)cc([N+](=O)[O-])c1	6	-1	10	x	1	1	x	-3.4	-2	-0.7
CCOC1=C2[C@@H](CN(S(=O)(=O)c3ccccc3C)[C@H]2c2ccc(Cl)cc2)[C@H]2C(=O)N(c3ccccc3)C(=O)[C@H]2C1	x	x	x	x	-2	5	x	-0.1	-4	-2.9
Cc1ccc(C(=O)Nc2ccc(C(=O)N/N=C/c3c[nH]c4ccccc34)cc2)cc1	24	-17	8	21	-1	1	0.2	x	-6	-2.6
O=C1N/C(=N/S(=O)(=O)Cc2ccccc2)S/C1=C/c1ccc2c(c1)OCO2	35*	-21	-5	26	3	6	-1.4	2.5	-13	-0.6
Cc1cccc(NC(=O)/C(C#N)=C/c2ccccc2Cl)n1	5	-1	-4	5	-2	2	-0.3	0.2	20	-1.6
CCCN(C(=O)c1ccc(N(C)S(=O)(=O)c2ccc(C)cc2)cc1)C1CCS(=O)(=O)C1 (centres undefined)	3	3	1	x	1	-5	2.8	1.5	-2	0.8
O=C(OCc1cncs1)c1ccccc1	-7	6	-25	9	0	13	0.9	7.2	6	-2.0
COc1ccc(NC(=O)c2cc(=O)c3ccccc3o2)cn1	20	-9	1	6	0	6	3.9	3.8	10	-0.1
Brc1cccc(-c2nnco2)c1	20	8	-4	-10	-4	0	-2.3	-0.1	-8	-1.8
COC(=O)c1c(-c2ccccc2Cl)noc1-c1cnc(N)nc1C(F)(F)F	-11	5	-16	34	5	-13	1.0	-1.2	-2	1.1
CCCc1[nH]nc2c1C(c1cc(OC)ccc1F)C(C#N)=C(N)O2 (centres undefined)	-8	4	-2	4	2	-4	-1.6	-2.2	4	-3.6
Cc1c(OC(C)C(=O)NC(Cc2c[nH]c3ccc(O)cc23)C(=O)O)ccc2c1oc(=O)c1ccccc12 (centres undefined)	23	-10	-7	13	11	-6	0.9	9.2	-6	4.8
N#Cc1cc([N+](=O)[O-])ccc1Oc1cccc(/C=N/NC(=O)c2ccc(Cl)cc2)c1	0	-12	7	20	-7	14	3.3	0.8	-2	-0.7
CCn1c(CSc2nc3ccccc3s2)nnc1SCC(=O)c1ccc(O)c(O)c1	12	-13	2	-6	0	4	-1.7	2.5	-5	-3.4
COc1cc(C2C(C#N)=C(N)Oc3c2oc(CO)cc3=O)cc(OC)c1OC (centres undefined)	8	-6	-4	13	0	-1	-2.0	-0.9	-1	-1.8
Cc1cccc(O)c1C	-1	5	9	x	4	-9	x	-3.1	0	1.6
CC(Oc1ccc(F)cc1)C(=O)N(Cc1ccccc1)c1c(N)n(Cc2ccccc2)c(=O)[nH]c1=O (centres undefined)	-7	-2	1	x	-1	3	-2.4	-0.5	u	-4.4
COc1ccccc1NS(=O)(=O)c1ccc(C)c(C(=O)NCc2cccnc2)c1	6	3	4	x	4	3	-0.9	-2.8	-6	-3.3
Cc1ccc(-c2nc(Nc3cccc(C)c3)sc2CC(=O)O)cc1	8	-7	-5	7	6	2	-1.2	0.0	-12	-0.8
Cc1ccc(NC(=O)c2ccccc2)cc1	-2	-6	4	30	-2	-6	0.4	x	-1	-1.6
Nc1[nH]nc2nc(N3CCOCC3)nc(-c3ccccc3)c12	19	6	3	15	1	-8	2.8	-1.0	-3	0.1
CC(C)(C)C(=O)NC(=S)Nc1ccc(C(F)(F)F)cc1	1	3	1	-4	-1	12	-1.0	0.1	-3	-3.8
Cc1nnc(-c2cnn(-c3ccccc3)c2N)n1Cc1ccncc1	1	-3	0	20	-2	-2	-0.7	1.1	-2	-4.8
O=C(NC(=S)N1CCCC1)c1cccc([N+](=O)[O-])c1	7	2	3	18	-1	-14	-2.6	-0.6	5	-2.3
CCN(C(=O)COC(=O)c1cccn1C)C1CCS(=O)(=O)C1 (centres undefined)	-5	-2	13	4	0	-20	-2.1	x	0	-3.2
CC1=C(C(=O)N(C(C)C)C(C)C)CC(CC(=O)NCCCCc2ccccc2)C(=O)N1Cc1ccccc1 (centres undefined)	6	x	0	x	0	24	x	0.6	-14	-1.6
CCc1cccc(CC)c1C(OC(C)=O)c1cccnc1 (centres undefined)	1	7	5	x	2	13	-1.0	x	4	-1.9
COc1ccc(Cl)cc1NC(=S)N1CCN(C(=O)C2CCCO2)CC1 (centres undefined)	-2	4	4	44	1	-13	-1.4	x	-4	0.3
c1ccc(-c2ccc(-c3ccccn3)nn2)nc1	x	-7	x	22	x	-4	-0.5	x	x	x
CCOc1ccc(NC(=S)NC(=O)Cc2ccccc2)cc1	-17	0	3	0	-4	11	-2.8	-0.9	-1	-4.4
CCn1cc(S(=O)(=O)N2CCN(Cc3ccc(F)cc3)CC2)cn1	6	13	5	23	-5	5	-0.1	x	7	-3.8
CCOCCc1nnc(NC(=O)COC)s1	10	-6	-3	3	-2	-10	-0.5	-5.2	-6	-1.9
Clc1ccc2nnnc(-c3ccccc3)c2c1	-3	-6	-2	-2	1	5	0.4	x	-2	-2.6
Cn1c2cc(Br)sc2c2cnn(Cc3c(F)cccc3Cl)c(=O)c21	0	-5	0	x	1	-3	x	1.0	2	-1.8
COC(=O)C1CCN(S(=O)(=O)c2ccc(Br)s2)CC1	-5	8	-6	x	-1	11	x	-0.6	1	-0.8
CC(C)=CCC(C)(C)/C=N/NC(N)=O	-2	0	3	0	3	-4	0.1	0.4	1	-3.0
O=C1C2C3C=CC(C3)C2C(=O)N1/N=C/c1cc(Br)cc([N+](=O)[O-])c1O (centres undefined)	1	1	0	-10	-12	13	1.4	2.3	-4	-1.6
CCCCc1ccc(-n2c(Cc3cccs3)n[nH]c2=S)cc1	-7	5	-3	14	0	21	0.1	x	-1	1.1
CC(C)CC(C(=O)Nc1ccc2c(c1)OCCO2)N1C(=O)c2ccccc2C1=O (centres undefined)	3	-1	3	19	-2	2	0.8	-0.3	15	-1.7

Compound profiles, as listed above. Order of values: GDH-TPI inh | Rv3671c protease | MazF activator | DUSP3 inh | Mtb FBA inh | CCHFV vOTU inh | UGM FP inh | Mtb BioA inh | BoNT-F LC inh | FadD28 FP inh
COC(=O)C1CCN(S(=O)(=O)c2ccc(Br)s2)CC1 across the screens: -5 | 8 | -6 | x | -1 | 11 | x | -0.6 | 1 | -0.8
CC(C)CC(C(=O)Nc1ccc2c(c1)OCCO2)N1C(=O)c2ccccc2C1=O (centres undefined) across the screens: 3 | -1 | 3 | 19 | -2 | 2 | 0.8 | -0.3 | 15 | -1.7

The listing continues:
SMILES	GDH-TPI inh	Rv3671c protease	MazF activator	DUSP3 inh	Mtb FBA inh	CCHFV vOTU inh	UGM FP inh	Mtb BioA inh	BoNT-F LC inh	FadD28 FP inh
O=C(c1ccco1)N1CCN(C(=O)c2cc(-c3ccccc3)nc3ccccc23)CC1	5	3	0	15	-1	-8	0.0	1.1	4	0.0
COCc1ccc(C(=O)N2CCN(CC(=O)N3CCCC3)CC2)cc1	2	-3	-1	x	-1	13	1.0	-0.8	-5	-1.4
CCOC(=O)N1CCN(c2c(N3CCN(c4ccccc4OC)CC3)c(=O)c2=O)CC1	3	2	3	-9	2	11	1.7	1.7	-1	0.2
CCn1cnc2c(Nc3cccc(Cl)c3)nc(C#N)nc21	0	-16	0	x	-1	0	-0.1	-0.8	4	-6.9
CC(=O)c1cc(-c2ccccc2)n(CCC(=O)NC2CCCC2)c1C	7	1	1	22	-1	3	2.9	0.7	1	-5.7
COc1ccccc1NCC(=O)N/N=C/c1c(O)ccc2ccccc12	9	17	2	24	0	6	-2.3	-3.0	10	-0.8
CCc1cc(=O)oc2cc3occ(-c4ccc(OC)c(F)c4)c3cc12	2	-14	5	-12	4	6	-0.3	-0.8	1	-4.3
COc1ccccc1C(=O)Nc1ccccc1C(=O)N1C(C)CCCC1C (centres undefined)	-1	2	-10	4	-1	15	1.2	x	-3	-1.5
CCC(C)[C@H](NC(=O)C1(c2ccccc2)CCN(C(=O)OC(C)(C)C)CC1)C(=O)N[C@@H](C(=O)O)c1ccccc1 (some centres undefined)	4	-2	1	25	2	8	-1.6	1.2	7	-0.1
CCOc1cc(C(=O)NC(=S)Nc2ccc(Cl)c(C(=O)O)c2)cc(OCC)c1OCC	8	-8	-2	17	-1	16	2.7	x	-9	-4.1
COc1ccc2nc(NCCNC(=S)NCCCN3CCOCC3)c(C#N)cc2c1	-2	4	5	-13	8	-24	-1.2	x	-3	-2.4
CC1Cc2ccccc2N1C(=O)CN1C(=O)NC2(CCCCC2)C1=O (centres undefined)	0	-5	7	x	0	1	3.6	7.8	-9	-1.2
Cn1c(NCc2ccco2)nc2c1c(=O)n(Cc1ccc(Cl)cc1)c(=O)n2C	6	1	4	12	6	7	0.9	-0.9	-26	-2.4
CS(=O)(=O)C1=NSC2=NC(=O)/C(=C\c3ccc(OS(=O)(=O)c4ccccc4)cc3)C(=N)N21	19	1	0	18	3	-3	-1.7	0.7	-2	-12
CCCCCC[n+]1c(-c2ccccc2)csc1Nc1ccccc1	1	-13	-4	13	-1	18	0.0	x	0	-4.6
O=C(O)c1ccc2c3n(nc2c1)-c1ccc(Cl)cc1CO3	x	2	9	9	x	-6	1.0	x	x	x
CCOC(=O)C1C(=O)NC(N2CCN(c3ccccc3)CC2)=NC1c1ccco1 (centres undefined)	-1	7	-3	10	1	0	-0.3	-0.4	-1	-3.6
COC(=O)C1CC(C(=O)OC)C2C(C(=O)OC)CC(C(=O)OC)C12 (centres undefined)	9	x	1	x	0	-3	x	-1.0	4	0.2
Oc1ccccc1N1CCN(c2ccc3ccccc3n2)CC1	-5	12	10	1	1	7	-2.8	-1.6	-5	-4.9
O=C(Cc1ccc(Br)cc1)Nc1ncc([N+](=O)[O-])s1	-5	0	-15	-3	-5	15	1.5	0.3	u	-2.7
NS(=O)(=O)c1c(Sc2ccccc2C(=O)O)ccc2ccccc12	13	-6	9	10	2	20	1.4	-0.2	x	-2.7
CCOC(=O)Cc1csc(SCC(=O)NC2CCC(C)CC2)n1 (centres undefined)	4	2	-7	x	2	14	-2.1	-0.9	9	-1.2
CNc1ccccc1C(C)(C)c1cc(-c2cc(C)cc(C)c2)no1	1	-12	-10	6	-1	-1	2.5	x	-2	-1.7

5 compounds drawn at random from the list so far:
SMILES	GDH-TPI inh	Rv3671c protease	MazF activator	DUSP3 inh	Mtb FBA inh	CCHFV vOTU inh	UGM FP inh	Mtb BioA inh	BoNT-F LC inh	FadD28 FP inh
COc1ccccc1C(=O)Nc1ccccc1C(=O)N1C(C)CCCC1C (centres undefined)	-1	2	-10	4	-1	15	1.2	x	-3	-1.5
Clc1ccc2nnnc(-c3ccccc3)c2c1	-3	-6	-2	-2	1	5	0.4	x	-2	-2.6
CC1Cc2ccccc2N1C(=O)CN1C(=O)NC2(CCCCC2)C1=O (centres undefined)	0	-5	7	x	0	1	3.6	7.8	-9	-1.2
CC(=O)Nc1sc(NC(=O)c2ccc(Cl)cc2)nc1-c1cccs1	19	0	4	17	2	6	2.6	-3.7	1	-1.5
Cc1ccc(C(=O)Nc2ccc(C(=O)N/N=C/c3c[nH]c4ccccc34)cc2)cc1	24	-17	8	21	-1	1	0.2	x	-6	-2.6

High-throughput results from PubChem BioAssay.
